Source: PubChem
L3MBTL1 inh: inhibitors of human L3MBTL1. AlphaScreen L3MBTL1–H3K9me1 peptide binding. Potency, µM (top dose mostly 57.1 µM), for inactives: top-dose activity, negative = inhibition, actives largely listed as inhibitors. 230,000 tested, 0.66% active. AID 485360; active = well fitted inhibition curve with a large enough effect; note: nearly all actives have a fitted effect of over 60% in size
Target sequence (Q9Y468 whole entry, looked up): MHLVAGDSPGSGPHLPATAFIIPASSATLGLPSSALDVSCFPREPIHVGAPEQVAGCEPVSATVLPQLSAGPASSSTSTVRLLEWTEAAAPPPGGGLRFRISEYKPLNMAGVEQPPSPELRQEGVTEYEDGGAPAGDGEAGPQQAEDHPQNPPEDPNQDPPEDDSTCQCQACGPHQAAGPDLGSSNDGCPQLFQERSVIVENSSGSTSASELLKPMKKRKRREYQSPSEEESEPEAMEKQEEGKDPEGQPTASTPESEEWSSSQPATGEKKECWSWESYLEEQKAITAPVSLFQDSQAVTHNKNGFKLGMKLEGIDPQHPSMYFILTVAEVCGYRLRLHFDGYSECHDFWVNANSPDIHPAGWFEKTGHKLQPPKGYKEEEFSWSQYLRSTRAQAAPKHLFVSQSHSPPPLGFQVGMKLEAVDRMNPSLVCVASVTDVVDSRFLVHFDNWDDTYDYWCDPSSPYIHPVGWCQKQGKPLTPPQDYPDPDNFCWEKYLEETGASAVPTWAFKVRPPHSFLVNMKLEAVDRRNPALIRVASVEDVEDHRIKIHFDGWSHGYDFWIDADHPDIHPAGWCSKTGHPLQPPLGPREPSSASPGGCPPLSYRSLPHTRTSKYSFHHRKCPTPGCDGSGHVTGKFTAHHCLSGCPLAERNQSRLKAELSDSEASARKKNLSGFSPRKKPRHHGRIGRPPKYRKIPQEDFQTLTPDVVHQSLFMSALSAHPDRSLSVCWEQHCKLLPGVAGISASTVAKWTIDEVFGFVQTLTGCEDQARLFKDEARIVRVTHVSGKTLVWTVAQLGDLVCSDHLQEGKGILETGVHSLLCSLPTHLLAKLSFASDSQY
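L3MBTL1 (50 nM) pre-complexed 30 min with biotinylated H3(1-15)K9me1 peptide (75 nM), then compounds added for 30 min at room temperature; AlphaScreen streptavidin donor/nickel chelate acceptor beads (10 ug/mL final) read after 30 min dark incubation.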
* hit, by the source's call; [ ] = another dose, or the depositor's remark. % is set by controls: 0 for no effect and ±100 for the full control effect; potency is the fitted concentration of half-maximal effect. An excerpt. The share of hits here may be higher or lower than overall.

SMILES	L3MBTL1 inh
COc1ccc2c(c1)C(=O)N1[C@H]3c4cc(Cl)ccc4OC[C@@H]3[C@H](c3ccccc3)[C@]1(C)C(=O)N2	-2%
C#CCOCCOCCOCCNc1nc(N2CCN(C(=O)[C@H](CC(N)=O)n3cc(C(N)[C@@H](C)CC)nn3)CC2)nc(N2CCN(C(=O)[C@H](CCC(=O)O)n3cc([C@@H](N)CCCCN)nn3)CC2)n1 (some centres not stated)	-8%
COc1ccc(CCN(C)C(=O)c2cc(S(=O)(=O)N3CCCCCC3)ccc2OC)cc1OC	7%
COc1cc2c(cc1CNC[C@H]1O[C@@H](n3cnc4c(N)ncnc43)[C@H](O)[C@@H]1O)OCO2	4%
NC(=O)CC(NC(=O)c1ccccc1)c1ccc(NCc2ccc(F)c(F)c2)c([N+](=O)[O-])c1 (configuration not stated)	-2%
COC(=O)C1CCN(S(=O)(=O)CCNC(=O)c2ccc3c(c2)OCO3)CC1	0%
CCCn1nc(C(=O)NNC(=O)Cc2ccc(S(=O)(=O)N3CCOCC3)s2)c2ccccc2c1=O	0%
Cc1ccc(C)c(NC(=O)CN(C)C(=O)CN2C(=O)NC3(CCc4ccccc43)C2=O)c1 (configuration not stated)	-1%
O=C(OCC(=O)N1CCN(S(=O)(=O)c2ccc(Cl)cc2)CC1)C1CC1	-8%
C=CCn1c(SC(C)C(=O)Nc2ccc(F)c(F)c2F)nnc1C1CC1 (configuration not stated)	6%
CN(C)C(=O)N1CCN(S(=O)(=O)c2ccc3ccccc3c2)CC1	1%
O=C1CCCC(=O)C1C(c1ccc(Cl)cc1)C1C(=O)CCCC1=O	-1%
Cc1c(Cl)cccc1NC(=O)CCN1CCC(C(N)=O)CC1	7%
COC(=O)CSc1nc(COc2ccccc2)nc2ccccc12	19%
Cc1ccc(C(=O)c2c3ccc(N)cc3nn2CCC(N)=O)cc1	-9%

Three structures out of the list, arranged by number of heavy atoms, rising:
SMILES	L3MBTL1 inh
O=C1CCCC(=O)C1C(c1ccc(Cl)cc1)C1C(=O)CCCC1=O	-1%
C=CCn1c(SC(C)C(=O)Nc2ccc(F)c(F)c2F)nnc1C1CC1 (configuration not stated)	6%
NC(=O)CC(NC(=O)c1ccccc1)c1ccc(NCc2ccc(F)c(F)c2)c([N+](=O)[O-])c1 (configuration not stated)	-2%

Carrying on:
SMILES	L3MBTL1 inh
CCCCCCCNC(=O)C1(CC2CC(c3ccccc3)=NO2)CCN(C(=O)c2ccccc2)CC1 (configuration not stated)	-7%
CCOc1ccccc1CNC(=O)C1CCN(C(=O)N2CC(C)Oc3ccc(C)cc32)CC1 (configuration not stated)	2%
CC(C)CN(C(=O)c1cccs1)C1CCS(=O)(=O)C1 (configuration not stated)	3%
Cc1ccc(S(=O)(=O)N2CCCCC2)cc1NC(=O)C1=NN(c2ccccc2)C(=O)CC1	-9%
O=C(COC(=O)c1ccc(S(=O)(=O)N2CCCCC2)cc1)NCc1ccccc1	1%
CC(C)=CCC/C(C)=C/CNC(=O)C[C@H]1C[C@H](C(=O)N2CCCCC2)[C@@]2(C)c3[nH]c4ccc(Cl)cc4c3CCN2C1=O	0%
CC(C)CN(C(=O)Cn1ccccc1=O)C1CCS(=O)(=O)C1 (configuration not stated)	5%
Cc1cc(C(=O)OCC(=O)NCc2ccc(Cl)cc2Cl)c(C)o1	8%
CCOc1ccc(CNS(=O)(=O)c2c(C)nc3sccn3c2=O)cc1OC	2%
COc1ccc(C(=O)Nc2ccc(N3CCOCC3)cc2)cc1S(=O)(=O)N1CCOCC1	2%
CCOC(=O)[C@@H]1[C@H]2COc3ccc(Br)cc3[C@H]2N2C(=O)N(c3ccc(OC)cc3)C(=O)[C@]12C	-4%
CSc1nc2ccc(NC(=O)COc3ccccc3F)cc2s1	5%
CC(C)CC(=O)Nc1nnc(CCc2ccccc2)s1	7%
Cc1ccccc1CSc1ccc(S(=O)(=O)N2CCCC2)cn1	31%[activator]
CC1=CC(=O)CC(C)(C)[C@@]1(O)/C=C/[C@@H](C)O[C@@H]1O[C@H](CO)[C@@H](O)[C@H](O)[C@H]1O	-10%
Cc1nc2ccccc2c(C)c1CC(=O)N(C)CC(=O)Nc1cccc(F)c1	-17%
Cc1ccnc(SC2CC(=O)N(c3ccc(Cl)cc3)C2=O)n1 (configuration not stated)	-2%
CC(=O)Nc1ccc(C(=O)OCC(=O)NCc2ccc3c(c2)OCO3)cc1	-4%
COc1ccc(NC(=O)CN(C)C(=O)C2=NN(c3ccccc3)C(=O)CC2)cc1	6%
COc1ccc(S(=O)(=O)NCc2cccnc2)cc1NC(=O)c1ccc(Cl)cc1	-2%
COc1ccc(CCC(=O)OCC(=O)N(C)c2c(N)n(Cc3ccccc3)c(=O)[nH]c2=O)cc1	30%
O=c1ccc2cc(S(=O)(=O)N3CCN(c4ccccc4)CC3)ccc2[nH]1	5%
NC(=O)COc1c(-c2ccc(Br)o2)oc2ccccc2c1=O	0%
Cc1ccc(Cl)c2sc(NC(=O)C3CC3)nc12	1%
COc1cc(C(=S)N2CCOCC2)cc(OC)c1OC(=O)c1ccc(F)cc1	-10%
Cc1nc(N)sc1-c1csc(Nc2ccc(S(N)(=O)=O)cc2)n1	-11%
CC(C)(C)OC(=O)C[C@H]1C/C=C\C[C@@H](CC(=O)N(CCO)Cc2ccccc2)C(=O)NC[C@@H](c2ccccc2)OC1=O	0%
Cc1ccc(COc2coc(CN3CCN(C(=O)c4ccco4)CC3)cc2=O)cc1	-1%
O=C(CCNS(=O)(=O)c1ccc(OC(F)(F)F)cc1)N1CCCC1	8%
COc1ccc(NC(=O)N(C)C[C@H]2Oc3ccc(NS(=O)(=O)c4cccs4)cc3C(=O)N([C@@H](C)CO)C[C@@H]2C)cc1	-1%
CN(CC(=O)Nc1ccc(N2CCOCC2)cc1)C(=O)c1cc2c(s1)CCCC2	-8%
COc1ccc(C(=O)Nc2ccccc2N2CCOCC2)cc1S(=O)(=O)N1CCOCC1	1%
Fc1ccc2cnc(-c3ccccc3)c(-c3cccc(C(F)(F)F)c3)c2c1	14%
CSCCC(NC(=O)c1ccco1)C(=O)OCC(=O)N1c2ccccc2NC(=O)C1(C)C (configuration not stated)	-2%
Cc1cc(NC(=O)c2cccc(Cl)c2)n[nH]1	7%
COc1ccc2[nH]c3c(c2c1)CCN1C(=O)C(CC(=O)NCCC2=CCCCC2)C[C@H](C(=O)N2CCCCC2)[C@@]31C (some centres not stated)	-5%
O=C(COC(=O)C1=NN(c2ccccc2)C(=O)CC1)NCc1ccccc1Cl	-1%
CCN(C(=O)COC(=O)/C=C/c1ccc(C)o1)c1c(N)n(Cc2ccccc2)c(=O)[nH]c1=O	-3%
O=S1(=O)CCO[C@H]2Cc3ccccc3[C@H]2N1Cc1ccccc1F	-1%
Cc1ccccc1Cn1nnc(C(=O)Nc2ccc3c(c2)OCCO3)c1N	-8%
O=S(=O)(c1ccc2c(c1)CCCN2)N1CCCC1	1%
CCOC(=O)c1c(C)[nH]c(C(=O)NCC(c2ccco2)N2CCCCC2)c1C (configuration not stated)	5%
CC(C)n1ncc2c(C(=O)NCCOc3ccccc3F)cc(C3CC3)nc21	7%
Cc1ccc(S(=O)(=O)N2C[C@@H]3[C@H]4CC[C@H](C4)[C@@H]3[C@@H](C)[C@H]2c2ccn(Cc3ccccc3)c2)cc1	-3%
CCN(CC(=O)NCc1cccs1)C(=O)c1cccc(S(=O)(=O)N(C)C)c1	-3%
Cc1ccc(CCC(=O)Nc2ccc(CC(=O)O)cc2)o1	-11%
O=C(COC(=O)Cc1ccccc1[N+](=O)[O-])NNC(=O)c1ccc([N+](=O)[O-])cc1	5%
CC(=O)Nc1ccc(C(=O)OCC(=O)Nc2ccc(S(=O)(=O)N3CCOCC3)cc2)cc1	-11%
O=C(COC(=O)C1=COCCO1)Nc1ccc([N+](=O)[O-])cc1C(F)(F)F	0%
CCC1(CC)NC(=O)N(CC(=O)Nc2cccc3ccccc23)C1=O	11%
CC(C)n1ncc2c(C(=O)N3CCN(Cc4ccc(Cl)s4)CC3)cc(C3CC3)nc21	-10%
COc1ccc([C@@H]2[C@@H]3C(=O)N(C(C)(C)C)C(=O)[C@@H]3[C@]3(C)C(=O)N(c4cccc(F)c4)C(=O)N23)cc1	3%
COc1cc(Cl)c(CN2CCC(CO)(CCOc3ccccc3)CC2)cc1OC	-1%
O=C(Nc1nc2c(Br)cccc2s1)C1CC1	8%
CC(C)CNC(=S)N(CCCN(C)C)Cc1cc2cc3c(cc2[nH]c1=O)OCCO3	2%[2.29 µM]
O=C1OC[C@@H]2CCCN2C(=O)[C@@H](CC(=O)N(CCO)Cc2ccccc2)C/C=C\C[C@H]1Cc1ccc(F)cc1	-1%
Cc1ccc(F)cc1NC(=O)COC(=O)C1CCN(c2ccc(C(F)(F)F)cn2)CC1	1%
Cc1ccccc1NC(=O)CCN1CCN(CCO)CC1	64%[activator]
O=C(CSCc1cccc(Cl)c1)OCc1nc2ccsc2c(=O)[nH]1	-4%
CS(=O)(=O)c1cccc(-c2nnc(NC(=O)C3=COCCO3)o2)c1	-6%
(cont.)
SMILES	L3MBTL1 inh
O=C(c1cc(C2CC2)nn1-c1ccccc1)N1CCN(c2ncc(C(F)(F)F)cc2Cl)CC1	-6%
O=C(OCC(=O)N1CCN(C(=O)c2ccco2)CC1)c1cncc(Br)c1	-3%
COc1cc(NC(=O)c2ccccc2)c(OC)cc1NC(=O)Cc1ccccc1	-3%
CC(NC(=O)CN1CCN(C(=O)c2cccs2)CC1)c1ccc(F)cc1F (configuration not stated)	0%
COc1ccccc1-c1sc2ccccc2c1-c1ccccc1OC	14%
Cc1ccc(C(=O)CCC(=O)N2CCC(C(N)=O)CC2)s1	-4%
COCCNC(=O)C(Cc1c[nH]c2ccccc12)NC(=O)OCc1ccccc1 (configuration not stated)	-2%
CCN(C(=O)CSc1nc2ccccc2c(=O)n1Cc1ccc(C)cc1)C1CCS(=O)(=O)C1 (configuration not stated)	3%
O=C(COc1coc(CN2CCc3ccccc3C2)cc1=O)Nc1cccc([N+](=O)[O-])c1	-8%
Cc1ccc(Cl)c(NC(=O)CSc2cccc[n+]2[O-])c1Cl	5%
CN(C)S(=O)(=O)c1ccc(C(=O)OCC(=O)NC(=O)NC2CCCC2)cc1	5%
CCCCN(C(=O)c1cccc(S(=O)(=O)N2CCCC2)c1)c1c(N)n(CCC)c(=O)[nH]c1=O	4%
CC(=O)Nc1ccc(NC(=O)CCc2c(C)noc2C)cc1	1%
O=C1C=C(c2cccc3c2sc2ccccc23)C[C@@H](c2ccc(F)cc2)C1	-4%
COc1ccccc1-c1nc(SCC(=O)N2CCC(C(N)=O)CC2)n[nH]1	-10%

The final 6 records of the section above lead into the next.
SMILES	L3MBTL1 inh
Cc1ccc(Cl)c(NC(=O)CSc2cccc[n+]2[O-])c1Cl	5%
CN(C)S(=O)(=O)c1ccc(C(=O)OCC(=O)NC(=O)NC2CCCC2)cc1	5%
CCCCN(C(=O)c1cccc(S(=O)(=O)N2CCCC2)c1)c1c(N)n(CCC)c(=O)[nH]c1=O	4%
CC(=O)Nc1ccc(NC(=O)CCc2c(C)noc2C)cc1	1%
O=C1C=C(c2cccc3c2sc2ccccc23)C[C@@H](c2ccc(F)cc2)C1	-4%
COc1ccccc1-c1nc(SCC(=O)N2CCC(C(N)=O)CC2)n[nH]1	-10%
NCCNc1ccc(C(=O)N2c3ccccc3Sc3ccccc32)cc1[N+](=O)[O-]	-6%
CCN(CC)S(=O)(=O)c1ccc(N2CCOCC2)c(NC(=O)c2sccc2C)c1	2%
OCC[C@H]1C[C@@H](O)[C@H](O)[C@]2(CCc3ccccc3O2)O1	2%
CCOc1ccc(C(NC(=O)CC)c2c(O)ccc3ccccc23)cc1 (configuration not stated)	1%
COc1ccc2cc(CO)c3cc(OC)c(OC)cc3c2c1	-2%
C=CCNc1nc(-c2c(C)nc3ncccn23)cs1	-2%[2.29 µM]
O=C(OCC(=O)N(c1ccccc1)C1CCCCC1)c1ccc(CO)cc1	0%
Cn1c2ccccc2c(=O)c2cc(NCCCN3CCOCC3)ccc21	31%[activator]
CN(C(=O)COC(=O)c1ccccc1OCc1ccc(Cl)cc1)c1c(N)n(Cc2ccccc2)c(=O)[nH]c1=O	10%
COc1ccc(NC(=O)c2cccc(S(=O)(=O)N3CCN(c4ccccc4)CC3)c2)c(OC)c1	-7%
O=C(c1cn(Cc2ccccc2)nc1-c1cccnc1)N1CCN(Cc2ccccc2)CC1	0%
O=C(COC(=O)c1ccc(F)cc1)NCC1CCCCC1	4%
COc1cc(/C=C/C(=O)OCC(=O)NCc2ccccc2OC)ccc1O	-3%
O=C(COC(=O)/C=C/c1ccccc1Cl)Nc1cccnc1Cl	-8%
Cc1cccc(C(=O)OCC(=O)NNC(=O)c2cccs2)c1O	13%

Of the compounds above, 2 contain a tert-butyl group.
SMILES	L3MBTL1 inh
CC(C)(C)OC(=O)C[C@H]1C/C=C\C[C@@H](CC(=O)N(CCO)Cc2ccccc2)C(=O)NC[C@@H](c2ccccc2)OC1=O	0%
COc1ccc([C@@H]2[C@@H]3C(=O)N(C(C)(C)C)C(=O)[C@@H]3[C@]3(C)C(=O)N(c4cccc(F)c4)C(=O)N23)cc1	3%

Carrying on.
SMILES	L3MBTL1 inh
CCOc1ccc(NC(=O)C2CCN(C(=O)N3CCOc4ccccc43)CC2)cc1	-4%
O=C(COC(=O)c1ccc(F)cc1Cl)NC1CCS(=O)(=O)C1 (configuration not stated)	-2%
Cc1ccc2nc(SCC(=O)NCc3ccccc3Cl)nc(=O)n2c1	6%
C[C@H](NC(=O)c1nc[nH]c1C(=O)N1CCNCC1)C(=O)OCc1ccccc1	3%
COc1ccc(CCNS(=O)(=O)c2cccc([N+](=O)[O-])c2)cc1	-1%
O=C(Nc1ccc(F)cc1)c1cccc2c1C(=O)N(CC1CCCO1)C2 (configuration not stated)	-1%
